High-throughput results as filed in PubChem.
EPAC1 antagonist = blocks human EPAC1 exchange factor; O95398; EPAC1 GEF assay, Rap1b-BODIPY-GDP exchange fluorescence; Potency, µM (series often up to 115 µM), inactives show at the highest dose activity change, negative = inhibition, usual class: inhibitors; 360,000 tested, 0.14% active; AID 720709;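 further: potency means the concentration at half of the fitted maximal effect; plate controls were vehicle for no effect and positive control for full effect; nearly all actives have a fitted effect of over 50% in size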
EPAC1 agonist = activates human EPAC1 exchange factor; Potency, µM (top dose mostly 154 µM), for inactives: top-dose activation, hits mostly activators; 360,000 tested, 0.073% active; EPAC1 agonist qHTS, biochemical assay; response scale: 100% = response to 6.5 mM cAMP; O95398; further: potency means the concentration at half of the fitted maximal effect; nearly all actives have a fitted effect of over 60% in size
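Nucleotide exchange assay: 100 nM EPAC1 with 250 nM Rap1B loaded with BODIPY-GDP and 50 uM GDP, room temperature. Fluorescence (480/540 nm) read every 5 min for 30 min; signal change normalized to 6.5 mM cAMP as full agonist.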
PLK1 PBD inh = inhibitors of human PLK1 polo-box domain binding; P53350; Plk1 PBD binding of FITC phosphopeptide, fluorescence polarization; Potency, µM, for inactives: max response, negative = inhibition, most hits filed as inhibitors; 360,000 tested, 2.8% active; further: potency means the concentration at half of the fitted maximal effect; series mostly up to about 57 µM; on the % scale 0 is the no-effect control and ±100 the full control effect; nearly all actives have a fitted effect of over 65% in size
Target sequence (P53350 whole entry, looked up, the tested form may be a part): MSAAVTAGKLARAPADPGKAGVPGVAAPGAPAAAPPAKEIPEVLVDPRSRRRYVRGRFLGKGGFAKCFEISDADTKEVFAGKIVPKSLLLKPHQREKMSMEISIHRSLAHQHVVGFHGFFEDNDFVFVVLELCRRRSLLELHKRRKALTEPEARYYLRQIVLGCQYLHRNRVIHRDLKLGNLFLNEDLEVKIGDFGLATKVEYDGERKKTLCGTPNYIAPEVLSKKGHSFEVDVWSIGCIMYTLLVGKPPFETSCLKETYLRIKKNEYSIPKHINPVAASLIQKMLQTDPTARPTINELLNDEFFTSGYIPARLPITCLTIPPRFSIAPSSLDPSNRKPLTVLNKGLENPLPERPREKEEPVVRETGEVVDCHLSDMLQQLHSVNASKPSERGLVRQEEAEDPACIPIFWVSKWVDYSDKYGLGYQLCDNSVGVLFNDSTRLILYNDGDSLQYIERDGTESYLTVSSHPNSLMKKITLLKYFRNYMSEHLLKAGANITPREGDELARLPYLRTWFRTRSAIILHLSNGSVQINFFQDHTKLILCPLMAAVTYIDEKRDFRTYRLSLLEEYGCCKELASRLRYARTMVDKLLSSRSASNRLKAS
GLP1R ag = agonists of human GLP-1 receptor; HEK293 GLP-1R CRE-luciferase, luminescence, 4-6 h; cells express a hypersensitive GLP-1R form; 380,000 tested, 0.007% active; P43220; Potency, µM (doses to about 45.6 µM), inactives show at the highest dose activation, hits mostly activators; further: potency means the concentration at half of the fitted maximal effect; % of control where 0% means no effect
PTHR1 ag = agonists of human PTHR1 parathyroid hormone receptor; Potency, µM (highest dose often 115 µM), inactives show at the top dose activation, actives largely listed as activators; Q03431; 410,000 tested, 0.075% active; HEK293 GP2 PTHR1 cells, GloSensor cAMP luminescence, 1 h; AID 743266; further: potency means the concentration at half of the fitted maximal effect; nearly all actives have a fitted effect of over 55% in size; some results filed as inactive show a strong effect at the top dose; inactives centre near -15; many of its hits are not listed in these tables
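HEK-293-derived GP2 cells expressing PTHR1 and a GloSensor cAMP reporter, 3,000/well, plated overnight, given luciferin plus IBMX (each 0.5 mM as added) for 1 h at 37 °C, then compound for 1 h at 37 °C. Luminescence was read after 15 min at room temperature.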
IL2 activator = activates IL-2 in a cell-based reporter assay. activation, % (series mostly up to about 46 µM). IL-2 activation reporter assay, cell-based qHTS; stimulated with anti-CD3/CD4/CD28 beads; in transgenic mouse T cells. 360,000 tested, 0.065% active; in the data active means activation above about 50%; inconclusive means mostly about 30% to 49%; further: 0% is about no effect
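Screening format: compound pinned onto unstimulated transgenic mouse T cells, 60 min incubation, then anti-CD3/anti-CD4/anti-CD28 bead stimulation for 18 hours at 37 degrees C, followed by EGFP and DsRed detection.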
HEK293 tox = cytotoxic in the GLP-1 receptor inverse agonist counter-screen. 410,000 tested, 0.13% active. HEK293 cAMP-luciferase reporter cells, luminescence, 24 h. Potency, µM (series often up to 38.3 µM), without a hit: top-dose activity change, negative = inhibition, actives largely listed as inhibitors;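 further: loss of luciferase light is scored as toxicity; potency means the concentration at half of the fitted maximal effect; on the % scale 0 is the no-effect control and ±100 the full control effect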
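Step one: seed cells (200 cells/uL, DMEM with 10% Nu serum, 1% pen-strep). Step two: 12-hour incubation at 37 deg C. Step three: pin 23 nL compound, incubate 24 hr. Step four: add luciferase reagent, read luminescence 12 min later.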
PI5P4K alpha inh = inhibitors of human PI5P4K alpha | P48426 | PI5P4Kalpha enzyme, ADP-Glo luminescence, 60 min; stronger effect = lower value | max response, % | 330,000 tested, 1.2% active | AID 652105; active means max response of -50% or lower; inconclusive means between -30% and -50%; inactive means -30% or higher; further: value at the top dose of about 77 µM; on the % scale 0 is the no-effect control and ±100 the full control effect
Target sequence (P48426 whole entry, looked up): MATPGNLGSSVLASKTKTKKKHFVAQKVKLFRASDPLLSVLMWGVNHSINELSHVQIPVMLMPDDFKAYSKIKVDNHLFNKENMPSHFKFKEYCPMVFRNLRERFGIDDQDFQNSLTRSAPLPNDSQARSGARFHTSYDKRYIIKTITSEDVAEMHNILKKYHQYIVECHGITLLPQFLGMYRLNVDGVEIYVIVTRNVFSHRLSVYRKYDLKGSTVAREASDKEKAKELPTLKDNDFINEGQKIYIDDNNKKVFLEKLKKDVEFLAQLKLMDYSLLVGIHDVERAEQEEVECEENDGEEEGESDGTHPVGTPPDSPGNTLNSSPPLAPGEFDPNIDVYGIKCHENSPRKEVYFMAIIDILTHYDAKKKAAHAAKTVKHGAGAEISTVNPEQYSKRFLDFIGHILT
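Luminescence from ADP-Glo served as readout of PI5P4Kalpha activity in a qHTS format. Reaction: enzyme, substrate, compound, ATP at 5 microM final, 60 min at RT.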
GLP-1R inv ag = GLP-1 receptor (human) inverse agonism. AID 624417. HEK293 GLP-1R CRE-luciferase, luminescence, 24 h; GLP-1R form is constitutively active. P43220. Potency, µM (series often up to 38.3 µM), without a hit: at the top dose activity change, negative = inhibition, hits mostly inhibitors. 410,000 tested, 1.6% active; further: potency means the concentration at half of the fitted maximal effect; on the % scale 0 is the no-effect control and ±100 the full control effect; nearly all actives have a fitted effect of over 55% in size
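GLP-1R inverse agonism mode: basal reporter luminescence in engineered HEK293 cells measured after one day of compound exposure at 37 deg C, with a 12 min room-temperature detection step.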
* hit, by the source's call; i = inactive; ? = inconclusive; . = not tested or not shown; [ ] = remark or other dose. Unless noted, the call rests on the fitted dose curve; in most records, active means well fitted curve in the direction sought with a large enough effect; inconclusive means small, poorly fitted or top-dose-only effect, or another doubt; inactive means no such curve, though single readings can be large; an effect the other way counts as inactive or inconclusive. A portion of the library; rates above refer to the full screens.

1. COc1cccc(C(CC(=O)NCCN2CCOCC2)NS(=O)(=O)c2ccc(C)cc2)c1OC (configuration not stated)
2. Cn1c(-c2ccc(Br)o2)nc2cc(Br)ccc21
3. COc1ccc(-c2nc3ccc(Cl)cn3c2Cc2ccccc2)cc1OC
4. CCCc1cc(NC(=O)COC(=O)c2nccnc2N)n(-c2ccccc2)n1
5. COc1cc(NC(=O)c2cc([N+](=O)[O-])ccc2NC(=O)CN2CCN(c3ccccn3)CC2)cc(OC)c1
6. COc1ccc(CC(=O)Nc2cc(S(=O)(=O)N3CCCCC3)ccc2N2CCN(C)CC2)cc1
7. O=S1(=O)C=C(SCCN2CCCCC2)c2ccccc21
8. CCOC(=O)c1c(C)n(CC(O)c2ccccc2)c2ccc(O)cc12 (configuration not stated)
Assay by compound	1	2	3	4	5	6	7	8
EPAC1 antagonist	-6%	-9%	-11%	-7%	-15%	-2%	1%	13%
EPAC1 agonist	1%	0%	0%	10%	13%	-1%	-4%	1%
PLK1 PBD inh	-8%	?	-8%	-3%	-8%	-6%	2%	-3%
GLP1R ag	-5%	-1%	19%	-3%	1%	18%	-2%	-1%
PTHR1 ag	i	-37%[inhibitor][57.5 µM]	i	i	7%	i	i	-11%[57.5 µM]
IL2 activator	-1.0	-0.3	-0.4	0.3	-4.7	2.2	-0.5	0.4
HEK293 tox	9%	-8%	-4%	-2%	-27%	59%[activator]	?	-18%
PI5P4K alpha inh	4	0	-8	-13	-5	-3	-3	-11
GLP-1R inv ag	-14%	?	12%	8%	-26%	59%[activator]	19%	?

9. CCC(Sc1nc2ccsc2c(=O)n1Cc1ccc(C(=O)O)cc1)C(=O)Nc1cccc(OC)c1 (configuration not stated)
10. COc1ccc(CN2CCc3ccccc3C2)c(OC)c1OC
11. CCOc1ccc(NC(=O)CN(C)C(=O)CCCn2c(=O)oc3ccccc32)cc1OCC
12. CC(C)(C)C(=O)c1c(N)[nH]c(C(=O)c2ccccc2)c1-c1ccc(F)cc1
13. CS(=O)(=O)Nc1ccc(C2=NN(S(=O)(=O)c3ccc(F)cc3)C(c3ccco3)C2)cc1 (configuration not stated)
14. COc1cccc(C(=O)Nc2cccc(OCC(=O)O)c2)c1
15. COc1cccc(NC(=O)NC2(C(F)(F)F)Oc3ccccc3O2)c1
16. c1ccc(N=P(N2CCOCC2)(N2CCOCC2)N2CCOCC2)cc1
Assay by compound	9	10	11	12	13	14	15	16
EPAC1 antagonist	4%	4%	10%	7%	-2%	5%	-12%	14%
EPAC1 agonist	9%	2%	2%	-4%	11%	0%	9%	-5%
PLK1 PBD inh	-14%	-4%	-7%	3%	-6%	-1%	-8%	2%
GLP1R ag	-3%	-4%	-1%	7%	21%	1%	6%	1%
PTHR1 ag	-19%	-6%[57.5 µM]	-21%	i	-60%[inhibitor]	i	7%	i
IL2 activator	-2.2	-1.2	-3.4	4.5	0.9	2.3	-0.8	-3.0
HEK293 tox	-7%	0%	2%	-15%	7%	-9%	-17%	-11%
PI5P4K alpha inh	-13	.	-2	0	1	.	2	.
GLP-1R inv ag	3%	4%	19%	-10%	-12%	-14%	9%	0%

An excerpt from above in order of length of the SMILES, descending:
5. COc1cc(NC(=O)c2cc([N+](=O)[O-])ccc2NC(=O)CN2CCN(c3ccccn3)CC2)cc(OC)c1
13. CS(=O)(=O)Nc1ccc(C2=NN(S(=O)(=O)c3ccc(F)cc3)C(c3ccco3)C2)cc1 (configuration not stated)
1. COc1cccc(C(CC(=O)NCCN2CCOCC2)NS(=O)(=O)c2ccc(C)cc2)c1OC (configuration not stated)
7. O=S1(=O)C=C(SCCN2CCCCC2)c2ccccc21
2. Cn1c(-c2ccc(Br)o2)nc2cc(Br)ccc21
Assay by compound	5	13	1	7	2
EPAC1 antagonist	-15%	-2%	-6%	1%	-9%
EPAC1 agonist	13%	11%	1%	-4%	0%
PLK1 PBD inh	-8%	-6%	-8%	2%	?
GLP1R ag	1%	21%	-5%	-2%	-1%
PTHR1 ag	7%	-60%[inhibitor]	i	i	-37%[inhibitor][57.5 µM]
IL2 activator	-4.7	0.9	-1.0	-0.5	-0.3
HEK293 tox	-27%	7%	9%	?	-8%
PI5P4K alpha inh	-5	1	4	-3	0
GLP-1R inv ag	-26%	-12%	-14%	19%	?

Copied from the list.
GLP1R ag with compound 9 → -3%
PLK1 PBD inh with compound 11 → -7%
GLP-1R inv ag with compound 15 → 9%
HEK293 tox with compound 12 → -15%

(further entries)
17. COc1cc(C2NC(=S)NC(C)=C2C(=O)c2ccccc2)ccc1O (configuration not stated)
18. COc1ccc(N2CCN(c3nc(C)c(C)c(=O)[nH]3)CC2)cc1
19. COc1cccc(C(=O)COC(=O)COc2c(C)cc(C)cc2C)c1
20. CC1(c2ccccc2)NC(=O)N(CC(=O)NCC2CCCO2)C1=O (configuration not stated)
21. Cc1nc2ccccc2nc1N1CCCCC1
22. CSc1ccccc1NC(=O)COc1ccc(Cl)cc1
23. CN(C)N1C(N)=C(C#N)C(c2cccs2)C2=C1CCCC2=O (configuration not stated)
24. O=C1C=C(NCc2ccco2)C2(CCCCC2)O1
Assay by compound	17	18	19	20	21	22	23	24
EPAC1 antagonist	3%	-15%	0%	11%	-12%	?	?	-12%
EPAC1 agonist	1%	5%	11%	5%	8%	8%	-2%	8%
PLK1 PBD inh	-10%	-12%	-2%	5%	-7%	-13%	30µM*	-6%
GLP1R ag	2%	0%	5%	7%	3%	5%	1%	-10%
PTHR1 ag	i	?	-13%	i	-12%[57.5 µM]	-69%[inhibitor]	-54%[inhibitor]	-20%[57.5 µM]
IL2 activator	0.1	2.8	-0.4	1.4	-0.3	-4.4	-0.3	0.2
HEK293 tox	-12%	4%	2%	-19%	7%	14%	-1%	-1%
PI5P4K alpha inh	-20	1	11	0	-2	1	14	5
GLP-1R inv ag	15%	10%	16%	12%	-12%	?	-2%	5%

25. COc1cccc(C(C)(O)c2nc(-c3ccoc3)cs2)c1 (configuration not stated)
26. O=c1cc(CN2CCN(c3ccc(F)cc3)CC2)c2cc3c(cc2o1)CCCC3
27. CN(C)/C=C/C(=O)c1ccc(Cl)c([N+](=O)[O-])c1
28. C=CCN(c1ccccc1)S(=O)(=O)c1ccc2c(c1)NC(=O)C(C)C(=O)N2 (configuration not stated)
29. CCc1ccccc1NS(=O)(=O)c1ccc2c(c1)CC(=O)N2
30. Cc1ccc(Sc2ncccc2C(=O)N(C)Cc2cccs2)c(C)c1
31. Cc1cc(NC(=O)CSc2nc(-c3ccccc3)nc3c2c(=O)n(C)c(=O)n3C)no1
32. CN(CC(=O)NCc1cccnc1)S(=O)(=O)c1ccc(F)cc1
Assay by compound	25	26	27	28	29	30	31	32
EPAC1 antagonist	-3%	12%	-23%	-18%	.	-8%	?	-23%
EPAC1 agonist	-1%	-3%	-8%	-3%	.	7%	-10%	0%
PLK1 PBD inh	-13%	-1%	-5%	1%	.	-5%	0%	-7%
GLP1R ag	-7%	1%	5%	-3%	-1%	24%	-1%	7%
PTHR1 ag	-19%	i	-17%	-43%[inhibitor]	-9%	-39%[inhibitor]	-10%	-20%
IL2 activator	0.2	-1.7	-3.5	1.1	.	0.0	5.4	0.6
HEK293 tox	0%	-15%	3%	2%	4%	9%	0%	-7%
PI5P4K alpha inh	-5	.	-11	-5	.	14	2	2
GLP-1R inv ag	12%	0%	8%	5%	7%	?	21%	4%

33. Nc1[nH]c(C(=O)c2ccccc2)c(-c2ccc(Br)cc2)c1C(=O)NC1CC1
34. Cc1cc(C)cc(NC(=O)Nc2ccccc2N2CCCCC2)c1
35. COc1cccc2cc(C(=O)N3CC(C)OC(C)C3)c(=O)oc12 (configuration not stated)
36. CCOC(=O)c1nn(-c2ccc(C)cc2)c2nc(Nc3ccccc3)cc(=O)n12
37. COC(=O)N/N=C/c1c(C)c(C(=O)c2ccc(F)cc2)n2ccccc12
38. CCN(CC(=O)Nc1c(F)cccc1F)C(=O)c1ccc(S(=O)(=O)N2CCCCC2)cc1
39. O=S1(=O)N=C(N(CCO)/N=C/c2ccc(Cl)cc2)c2ccccc21
40. COC(=O)c1ccc(CSc2nnc(Nc3ccccc3OC)s2)o1
Assay by compound	33	34	35	36	37	38	39	40
EPAC1 antagonist	-28%	4%	7%	10%	13%	0%	1%	7%
EPAC1 agonist	-3%	-6%	13%	-8%	-5%	0%	7%	19%
PLK1 PBD inh	-10%	0%	1%	1%	7%	-1%	-6%	-5%
GLP1R ag	9%	2%	1%	8%	-4%	-10%	8%	14%
PTHR1 ag	-10%	i	0%	i	i	-11%	i	i
IL2 activator	0.4	-0.9	0.7	0.4	?	-1.0	0.2	1.6
HEK293 tox	3%	0%	2%	-7%	0%	-6%	-3%	-24%
PI5P4K alpha inh	-2	17	-4	8	2	-1	-2	.
GLP-1R inv ag	22%	?	18%	0%	-27%	-2%	7%	-14%

41. CN(C)S(=O)(=O)N1C(=O)c2ccccc2C1=O
42. COc1cc2c(cc1OC)C(C1C(=O)CC(C)(C)CC1=O)N(C(=O)CCl)CC2 (configuration not stated)
43. COc1nccnc1NS(=O)(=O)c1ccc(NS(=O)(=O)c2ccc(NC(C)=O)cc2)cc1
44. CCOC(=O)c1cc2c(N)c(C(=O)c3ccc(Br)cc3)sc2[nH]c1=O
45. O=C(CSc1nnc2ccccn12)NCCc1ccc(F)cc1
46. Cc1ccnc2nc(C(=O)OCC(=O)Nc3ccc4c(c3)OCCO4)nn12
47. CC(C)OCCCn1c(-c2ccc(Br)cc2)c[nH]c1=S
Assay by compound	41	42	43	44	45	46	47
EPAC1 antagonist	2%	99%[activator]	0%	17%	4%	9%	-30%
EPAC1 agonist	-10%	-69%[inhibitor]	1%	-12%	4%	-5%	-3%
PLK1 PBD inh	-19%	70%[activator]	0%	-8%	-12%	1%	-21%
GLP1R ag	-8%	2%	-8%	-1%	2%	6%	-4%
PTHR1 ag	i	-23%	i	3%	-6%	i	-38%[inhibitor]
IL2 activator	0.4	-7.0	-0.8	1.9	0.6	-0.7	-0.8
HEK293 tox	1%	6%	-12%	-2%	4%	-4%	-1%[0.307 µM]
PI5P4K alpha inh	-5	2	0	?	-2	-6	8
GLP-1R inv ag	4%	16%	6%	10%	0%	12%	-21%[0.307 µM]
